FBA Mtb inh: Mtb fructose-bisphosphate aldolase inhibition. purified M. tuberculosis FBA, fluorescence read-out. inhibition, % at 1 µM. AID 588726. P9WQA3. 360,000 compounds, 2.3% hits; in the data active = inhibition above about 27%;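 also: 0% = vehicle and 100% = reference inhibitor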
Target sequence (P9WQA3 whole entry, looked up): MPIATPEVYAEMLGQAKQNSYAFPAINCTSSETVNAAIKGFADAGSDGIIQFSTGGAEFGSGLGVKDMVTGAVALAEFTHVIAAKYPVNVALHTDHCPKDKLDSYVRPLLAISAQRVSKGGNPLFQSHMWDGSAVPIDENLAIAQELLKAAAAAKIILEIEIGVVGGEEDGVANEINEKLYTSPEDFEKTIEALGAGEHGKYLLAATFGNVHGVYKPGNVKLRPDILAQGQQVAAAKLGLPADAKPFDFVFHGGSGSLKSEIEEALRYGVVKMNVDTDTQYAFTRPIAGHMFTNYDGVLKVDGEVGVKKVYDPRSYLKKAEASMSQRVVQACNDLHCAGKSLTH
FadD28 binding: blocks FadD28 binding to the bisubstrate probe; 360,000 compounds, 0.22% hits; inhibition, % at 12.5 µM; fluorescence polarization; in the data active = inhibition above about 8.5%, passing the limit was not always enough; inconclusive = no clear call, values can overlap the other calls
Mtb UGM inh: blocks M. tuberculosis UGM enzyme | P9WIQ1 | purified UGM, fluorescence polarization probe displacement | inhibition, % at 10 µM | 320,000 compounds, 0.06% hits | AID 504406; in the data active = inhibition above about 10%, passing the limit was not always enough; inconclusive = no clear call, values can overlap the other calls
Target sequence (P9WIQ1 whole entry, looked up): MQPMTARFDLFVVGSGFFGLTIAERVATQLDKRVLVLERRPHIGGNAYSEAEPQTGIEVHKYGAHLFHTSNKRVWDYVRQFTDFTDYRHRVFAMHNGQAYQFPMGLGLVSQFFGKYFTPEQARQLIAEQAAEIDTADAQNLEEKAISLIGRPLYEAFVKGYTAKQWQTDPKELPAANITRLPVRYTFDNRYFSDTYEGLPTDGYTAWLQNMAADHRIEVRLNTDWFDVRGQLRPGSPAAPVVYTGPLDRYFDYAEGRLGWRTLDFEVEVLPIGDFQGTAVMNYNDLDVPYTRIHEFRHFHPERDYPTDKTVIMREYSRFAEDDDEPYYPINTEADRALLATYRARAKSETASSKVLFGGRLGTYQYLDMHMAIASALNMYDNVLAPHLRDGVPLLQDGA
MazF activator: activators of E. coli MazEF toxin-antitoxin RNase; 350,000 compounds, 0.32% hits; FAM/BHQ RNA-DNA oligo cleavage fluorescence, 5 h; activation, % at 20 µM; AID 504720; P0AE70; in the data active = activation above about 50%
Target sequence (P0AE70 whole entry, looked up): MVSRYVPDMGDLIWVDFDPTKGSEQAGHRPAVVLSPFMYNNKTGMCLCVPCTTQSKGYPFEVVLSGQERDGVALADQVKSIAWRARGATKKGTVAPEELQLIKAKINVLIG
BoNT-F LC inh: inhibitors of Botulinum neurotoxin F light chain protease; inhibition, % at 10 µM; Multiplex microsphere protease cleavage assay, flow cytometry; 360,000 compounds, 0.22% hits; in the data active = inhibition above about 35%, passing the limit was not always enough; inconclusive = no clear call, values can overlap the other calls; also: plate controls were buffer without enzyme for full effect and enzyme alone for no effect
CCHF vOTU inh: CCHFV vOTU protease inhibition | inhibition, % at 11.5 µM | 370,000 compounds, 0.55% hits | AID 651958 | Pep-AMC fluorescence; also: 0% = vehicle wells with enzyme and 100% = no enzyme wells
Mtb BioA inh: inhibitors of Mycobacterium tuberculosis BioA enzyme | purified M. tuberculosis BioA enzyme, plate reader | inhibition, % at 9.99 µM | 360,000 compounds, 0.096% hits | AID 602481; in the data active = inhibition above about 40%; inconclusive = no clear call, values can overlap the other calls
Rv3671c inh: inhibits the M. tuberculosis serine protease Rv3671c; P9WHR9; inhibition, % at 5.96 µM; 320,000 compounds, 0.048% hits; in the data active = inhibition above about 38%;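 also: extracellular domain of Rv3671c used as enzyme; 0% = enzyme with DMSO and 100% = no enzyme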
GDH-TPI inh: inhibits GDH-TPI coupling enzymes, artifact for Mtb FBA screen. GDH-TPI coupled enzyme counterscreen, NADH absorbance. inhibition, % at 4.8 µM. 360,000 compounds, 1.2% hits. AID 588335;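 also: 0% = DMSO wells and 100% = wells lacking the enzyme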
DUSP3 inh: inhibitors of human VHR1 phosphatase (DUSP3); recombinant VHR phosphatase, pNPP absorbance; 290,000 compounds, 0.52% hits; P51452; inhibition, % at 13.3 µM; in the data active = inhibition above about 50%; also: some compounds called inactive have numbers as strong as hits
Target sequence (P51452 whole entry, looked up): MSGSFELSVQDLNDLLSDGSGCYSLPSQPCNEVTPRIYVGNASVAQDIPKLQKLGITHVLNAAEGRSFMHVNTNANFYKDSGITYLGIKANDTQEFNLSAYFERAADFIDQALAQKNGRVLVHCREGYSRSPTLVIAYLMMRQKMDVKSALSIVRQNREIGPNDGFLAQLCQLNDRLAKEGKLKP
* marks the source's active call; other numbers are inactive results; ? = inconclusive; nt = no result given. Rule as the data show it, unless noted: active = inhibition above about 30%; inactive = the rest.

Molecule	FBA Mtb inh	FadD28 binding	Mtb UGM inh	MazF activator	BoNT-F LC inh	CCHF vOTU inh	Mtb BioA inh	Rv3671c inh	GDH-TPI inh	DUSP3 inh
COc1ccc(NC(=O)CN(C)C(=O)C2CC(=O)N(Cc3ccc(C)cc3)C2)cc1 (centres undefined)	-2	-4.2	2.0	-1	6	16	nt	0	0	nt
O=C1CCN(Cc2ccccc2)C=C1C(=O)c1ccccc1	-2	-2.3	nt	-8	-3	7	-1.3	nt	8	nt
CN(C)CCN1CCN(C2CN(Cc3ccc([N+](=O)[O-])cc3)S(=O)(=O)C2)CC1 (centres undefined)	1	0.1	nt	nt	-5	7	1.4	nt	nt	nt
Cc1ccc(OCC(=O)N2CCCCC2C)c([N+](=O)[O-])n1 (centres undefined)	-2	-3.0	1.7	3	-8	16	0.5	-1	9	nt
CCOc1ccc2nc(NCCNC(=O)c3cc(OC)c(OC)c(OC)c3)c(C#N)cc2c1	1	-3.9	-0.5	-11	-12	-17	nt	1	-8	17
Brc1ccc(CN2CCN(c3ccccc3)CC2)o1	-2	-1.3	1.9	5	?	-3	-2.0	nt	12	17
CCCCCc1cc(=O)oc2c(C(CCN3CCN(c4ccccc4)CC3)c3ccc4c(c3)OCO4)c(OC)cc(OC)c12 (centres undefined)	1	0.3	1.3	-2	-6	5	-1.9	-11	18	15
O=C(CN1C(=O)CCS(=O)(=O)c2ccccc21)Nc1ccccc1F	-7	-1.8	-1.3	7	18	2	-1.6	0	-12	-4

Further records:
Molecule	FBA Mtb inh	FadD28 binding	Mtb UGM inh	MazF activator	BoNT-F LC inh	CCHF vOTU inh	Mtb BioA inh	Rv3671c inh	GDH-TPI inh	DUSP3 inh
COc1ccc(-c2cnc3nc(/N=C/N(C)C)nn3c2/N=C/N(C)C)cc1	-4	-2.1	0.5	9	-9	1	1.3	-3	13	13
Nc1c(C(=O)CSc2nnc(COc3ccc(Cl)cc3)o2)c(=O)[nH]c(=O)n1C1CC1	0	-2.9	-0.6	25	-5	3	-0.6	-6	-4	nt
O=C1c2[nH]c(=O)[nH]c(=O)c2CN1Cc1ccccc1	22	-2.6	nt	9	-1	2	-0.9	nt	0	nt
CCCCCCSc1ccc([C@H]2N[C@@](Cc3ccccc3)(C(=O)OC)[C@H]3C(=O)N(C)C(=O)[C@@H]23)cc1OC	0	-2.8	0.1	-5	10	-5	-0.2	-6	-3	nt
COCCNC(=O)CSc1nc2cc(OC)c(OC)cc2c(=O)n1Cc1ccc(OC)cc1	1	-2.1	-1.3	5	0	-5	0.4	-5	-8	-9
CC1(C)CC(=O)C=C(c2ccc(-c3ccc(OC(F)(F)F)cc3)cc2)C1=O	0	-0.8	nt	-1	0	23	-0.9	nt	14	nt
Cn1c(SCC(=O)NCc2ccco2)nnc1C1CCCC1	-1	-2.4	-3.5	4	1	6	-0.7	-6	-12	26
COc1ccc(C2=CC3=C(Br)C(=O)C(C)(OC(=O)C4CCCC4)C(=O)C3=CO2)cc1 (centres undefined)	-1	11*	-2.5	-31	-10	nt	0.3	-2	17	7

More structures follow.
Molecule	FBA Mtb inh	FadD28 binding	Mtb UGM inh	MazF activator	BoNT-F LC inh	CCHF vOTU inh	Mtb BioA inh	Rv3671c inh	GDH-TPI inh	DUSP3 inh
CCN1C=C(Cc2ccc(OC)cc2)C2=C(C1)C(c1ccc(OC)cc1)C(C#N)=C(N)O2 (centres undefined)	-3	-1.7	-1.8	-6	11	17	-3.1	6	8	10
O=C(Nc1ccc(F)cc1)c1cnc(-c2ccccc2)nc1-c1ccccc1	-4	-7.4	5.1	4	8	-5	-1.6	-14	-17	25
CCN(CC(=O)Nc1ccc(NC(C)=O)cc1)C(=O)Cc1coc2cc(C)c(C)cc12	-2	-4.1	1.4	1	-22	19	0.1	0	3	nt
CC(C)(C)c1ccc(OCCC(=O)NCC(c2cccs2)N2CCOCC2)cc1 (centres undefined)	-2	-3.1	1.1	-1	-7	1	0.7	-1	4	nt
COc1ccc(C2NC(=O)c3sc4nc(C)c(C(C)=O)c(-c5ccc(Cl)cc5)c4c3N2)cc1 (centres undefined)	-4	-1.0	1.1	24	4	-8	34	-3	8	27
CCCCOc1ccc(NC2=NC3(CCCCC3)N=C(N)N2)cc1	2	-0.8	2.1	29	-20	0	nt	0	2	3
COc1ccc(OC)c(/C=N/c2c(-c3ccc(O)c(OC)c3)nc3ccccn23)c1	-1	0.9	0.3	-9	0	-40	-0.4	-3	0	8
CCNc1nc(NCC)n2c(SCC(=O)Nc3ccc(NC(C)=O)cc3)nnc2n1	1	-1.0	-0.5	-3	-4	-4	-0.9	-6	2	nt

(listing goes on)
Molecule	FBA Mtb inh	FadD28 binding	Mtb UGM inh	MazF activator	BoNT-F LC inh	CCHF vOTU inh	Mtb BioA inh	Rv3671c inh	GDH-TPI inh	DUSP3 inh
COc1cc(C(O)c2nc(-c3ccncc3)cs2)ccc1F (centres undefined)	-1	-3.5	nt	nt	-4	25	-0.8	nt	4	nt
CCOC(=O)N1CCN(S(=O)(=O)N2CCCC(C(=O)NCCc3ccc(OC)c(OC)c3)C2)CC1 (centres undefined)	0	0.3	0.5	-7	9	2	3.4	1	5	-6
COc1cccc(C(=O)Nc2ccc(NC(=O)C3CC3)cn2)c1	1	1.1	3.4	1	-33	18	2.2	2	7	20
COc1cc2c(cc1OC)C(c1ccc(Br)cc1)CC(=O)N2 (centres undefined)	-6	-3.0	-0.3	4	14	5	11	nt	-8	35
C=CCNS(=O)(=O)c1ccc2c(c1)n(C)c(=O)n2C	2	-2.6	-0.8	7	-8	5	nt	5	-13	3
Cc1oc(-c2ccc(Cl)cc2)nc1CN1CCCC(C(=O)NCCCN2CCCC2=O)C1 (centres undefined)	-2	-4.7	0.3	-1	-4	-2	0.8	-7	-8	15
O=C(c1ccc([N+](=O)[O-])cc1)N1CCCC1	-2	-4.9	2.8	-7	1	6	0.6	-7	-16	14
Cc1ccc2nc3c(cc(C(=O)NCCc4ccccc4)c(=N)n3CCCN3CCOCC3)c(=O)n2c1	122*	-5.8	3.1	24	-6	-110	0.4	-5	1	16

Additional entries follow:
Molecule	FBA Mtb inh	FadD28 binding	Mtb UGM inh	MazF activator	BoNT-F LC inh	CCHF vOTU inh	Mtb BioA inh	Rv3671c inh	GDH-TPI inh	DUSP3 inh
CCn1ccc(-c2ccccc2)c(C#N)c1=O	15	-1.3	1.5	-6	4	-2	nt	5	10	14
Cc1cc2nc3c(=O)[nH]c(=O)[nH]c3nc2c([N+](=O)[O-])c1N	-4	4.4	nt	-829	-4	8	-22	nt	15	26
COC(=O)c1ccccc1NC(=O)CC#N	1	-0.5	-2.5	-1	2	4	-1.2	9	14	21
c1ccc(CNc2nnnn2-c2ccccc2)cc1	-1	-0.3	0.6	5	2	-8	nt	-3	-1	32
O=C(N/N=C/C(Cl)=C/c1ccccc1)c1cnccn1	-6	0.6	0.6	-7	2	20	22	4	86*	-9
COc1ccc(-c2c([C@H]3[C@@H]4C=CCC[C@@]4(C)C(=O)N3Cc3ccccc3)ccc3ccccc23)cc1OC	-1	-4.2	1.8	-2	-7	9	0.1	-3	9	4
O=S(=O)(c1ccc(F)cc1)N1CCCC1c1cccnc1 (centres undefined)	-1	-2.4	1.9	5	?	6	-0.4	3	-3	3
CC1(C)CC(Cc2ccc(Cl)nc2)N(C(=O)OC(C)(C)C)C1 (centres undefined)	3	-1.0	nt	0	-2	16	0.4	nt	16	nt

(continued)
Molecule	FBA Mtb inh	FadD28 binding	Mtb UGM inh	MazF activator	BoNT-F LC inh	CCHF vOTU inh	Mtb BioA inh	Rv3671c inh	GDH-TPI inh	DUSP3 inh
COC(=O)C1=C(c2cccc(OCc3ccccc3)c2)C[C@@H]2CC[C@H]1N2C(=O)NCc1cc(C)oc1C(F)(F)F	2	-4.3	-1.3	-4	-8	14	-2.5	-13	0	nt
CCOC(=O)CSc1nnc(CNc2nc(-c3ccccc3)cs2)n1C	1	-2.1	-1.4	-7	-10	4	1.9	0	-2	15
COc1ccc(CCNC(=O)C2CC(c3ccc([N+](=O)[O-])cc3)=NO2)cc1 (centres undefined)	-1	0.4	0.5	7	1	12	-1.6	-8	9	41
CCOC(=O)c1c(C)[nH]c(C(=O)OCC(=O)Nc2ccccc2)c1C	2	-1.9	3.9	-9	-6	-11	1.2	-29	4	nt
CCCCC(CC(C)O)c1n[nH]c(=S)n1-c1ccccc1 (centres undefined)	2	1.1	-1.4	-4	-2	-1	nt	-14	5	-2
COc1cccc(C(=O)Nc2cc(NC(=O)c3ccco3)ccc2OC)c1	-2	-2.8	2.7	4	-26	-7	3.0	3	-6	6
O=C1CC(=C2c3ccccc3-c3ccccc32)C(=O)N1CCN1CCN(c2ccccc2)CC1	-1	-5.7	-1.3	-5	0	4	0.5	4	12	nt
CCNC(=O)/C(=C/c1cccc([N+](=O)[O-])c1)NC(=O)c1ccc(C)cc1	-1	-2.5	0.8	4	0	-6	nt	5	5	2

Looked up by compound from the entries so far (seven):
Molecule	FBA Mtb inh	FadD28 binding	Mtb UGM inh	MazF activator	BoNT-F LC inh	CCHF vOTU inh	Mtb BioA inh	Rv3671c inh	GDH-TPI inh	DUSP3 inh
CCCCCCSc1ccc([C@H]2N[C@@](Cc3ccccc3)(C(=O)OC)[C@H]3C(=O)N(C)C(=O)[C@@H]23)cc1OC	0	-2.8	0.1	-5	10	-5	-0.2	-6	-3	nt
CC1(C)CC(=O)C=C(c2ccc(-c3ccc(OC(F)(F)F)cc3)cc2)C1=O	0	-0.8	nt	-1	0	23	-0.9	nt	14	nt
COc1ccc(-c2c([C@H]3[C@@H]4C=CCC[C@@]4(C)C(=O)N3Cc3ccccc3)ccc3ccccc23)cc1OC	-1	-4.2	1.8	-2	-7	9	0.1	-3	9	4
COc1cccc(C(=O)Nc2cc(NC(=O)c3ccco3)ccc2OC)c1	-2	-2.8	2.7	4	-26	-7	3.0	3	-6	6
CCCCC(CC(C)O)c1n[nH]c(=S)n1-c1ccccc1 (centres undefined)	2	1.1	-1.4	-4	-2	-1	nt	-14	5	-2
O=C1CCN(Cc2ccccc2)C=C1C(=O)c1ccccc1	-2	-2.3	nt	-8	-3	7	-1.3	nt	8	nt
CN(C)CCN1CCN(C2CN(Cc3ccc([N+](=O)[O-])cc3)S(=O)(=O)C2)CC1 (centres undefined)	1	0.1	nt	nt	-5	7	1.4	nt	nt	nt

Following part:
Molecule	FBA Mtb inh	FadD28 binding	Mtb UGM inh	MazF activator	BoNT-F LC inh	CCHF vOTU inh	Mtb BioA inh	Rv3671c inh	GDH-TPI inh	DUSP3 inh
CC(C)CC(N)c1csc(Nc2ccc(C(=O)c3ccccc3)cc2)n1 (centres undefined)	6	-4.3	nt	nt	-16	10	2.6	nt	21	nt
COc1ccc(COC(=O)c2ccc(Br)c(S(=O)(=O)N3CCOCC3)c2)cc1F	2	-1.4	0.7	6	11	1	-3.7	-12	8	nt
CC1(C)CC(=O)C(N=Nc2ccc(Br)cc2)=C(O)C1	-1	-0.7	0.2	8	nt	0	-1.1	2	2	21
NC(=O)COC(=O)[C@@H]1CC(O)CN1S(=O)(=O)c1ccc2c(c1)OCCO2 (some centres undefined)	7	-1.4	-2.0	2	-4	-13	nt	-2	11	-23
C=CCc1c(C)nc(SC)nc1Nc1ccc(C(C)=O)cc1	-3	-1.8	2.3	10	-14	13	54*	-12	48*	21
Cc1ccc2nc(-c3ccc(NC(=O)CSc4nccc(=O)[nH]4)cc3)sc2c1	53*	-1.8	0.6	-19	-5	-3	nt	-110	24	21
CC(=O)NC(CC(=O)NC12CC3CC(CC(C3)C1)C2)c1ccccc1 (centres undefined)	0	-1.7	-2.2	-3	2	-2	-1.2	0	1	2
CCCCCCC(=O)c1c(C)[nH]c(C(=O)OCC)c1C	-1	-1.7	1.5	3	-7	20	-0.2	-21	8	-9
O=[N+]([O-])c1nn(-c2ccc3c(c2)OCCO3)n(O)c1=NCc1ccc(F)cc1Cl	15	-1.7	-0.7	3	-11	4	nt	3	-1	13
